Screening data deposited in PubChem by National Center for Advancing Translational Sciences (NCATS).
Tb PYK inh = blocks Trypanosoma brucei pyruvate kinase; Q57TT1; TbPYK enzyme, Kinase-Glo Plus ATP luminescence, 45 min; Potency, µM (top dose mostly 76.8 µM), without a hit: top-dose activity, negative = inhibition, usual class: inhibitors; 410,000 compounds, 0.12% hits; active means well fitted inhibition curve with a large enough effect; further: nearly all actives have a fitted effect of over 50% in size
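Quantitative HTS: titrated library compounds versus trypanosomal pyruvate kinase in TEA buffer (pH 7.2) containing KCl, MgCl2, BSA and Tween-20. Reactions were initiated with ADP, 130 uM final. Kinase-Glo Plus luminescence was read after 45 min at RT.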
Numbers without * were called inactive. On the % scale 0 is the no-effect control and ±100 the full control effect; potency means the concentration at half of the fitted maximal effect.

nr	compound	Tb PYK inh
1	CC1=C(C(=O)N(C)C)CC(CC(=O)NCc2cccc3ccccc23)C(=O)N1CCCN1CCCC1=O (stereo not drawn)	-6%
2	CCCCCOc1ccc(Cn2c(=O)oc3ccc(C)cc32)cc1OC	1%
3	COc1cc(OC)c(OC)cc1/C=C/c1nc2cc3ccccc3cc2c(=O)n1-c1ccc(Cl)cc1	-2%
4	COc1ccc(Cl)cc1C(=O)Nc1ccc(-c2nnc3n2CCCCC3)cc1	0%
5	COC(=O)c1ccc(OCC2c3cc(OC)c(OC)cc3CCN2C(=O)c2ccc(OC)cc2)cc1 (stereo not drawn)	1%
6	COc1cccc(NC(=O)C2CCCN(S(=O)(=O)c3c(C)nn(C)c3C)C2)c1 (stereo not drawn)	0%
7	COc1ccc(S(=O)(=O)N2CCc3ccccc32)cc1C(=O)Nc1cc(S(C)(=O)=O)ccc1Cl	0%
8	CN(Cc1ccccc1)C(=O)c1cc2c(s1)-c1ccc(Cl)cc1SC2	-4%
9	Cc1ccc(COc2cccc3cc(-c4noc(-c5ccc(C)cc5)n4)c(=O)oc23)cc1	-12%
10	CC1(C(=O)NCCc2ccccc2)Cc2c(-c3cccc(C(N)=O)c3)ccnc2O1 (stereo not drawn)	-3%
11	COCC(=O)N(C)[C@H]1C[C@H]2c3cc(N4CCN(C)CC4)ccc3CCN2C(=O)[C@H]1[C@H](C)O	-2%
12	COc1ccc(-c2cc(-c3ccccc3)nc3c2COc2ccc(Cl)cc2-3)cc1	-12%
13	CC(CNC(=O)CC[C@H]1O[C@@H](n2ccc(=O)[nH]c2=O)[C@H](O)[C@@H]1O)c1ccccc1 (stereo partly drawn)	1%
14	Cc1cccc(NS(=O)(=O)c2ccc3c(c2)CC(C)N3C(=O)C2CCC2)c1C (stereo not drawn)	10%
15	CCN(Cc1ccccc1)Cc1c(O)ccc2c(=O)c(-c3ccccc3OC)c(C(F)(F)F)oc12	-2%
16	CCCCNc1ncnc2[nH]ncc12	-9%
17	CC(C)c1ccc(Nc2cc(C(=O)NCc3cccs3)c3ccccc3n2)cc1	-1%
18	Cc1ccccc1S(=O)(=O)N(C)C[C@H]1OCc2cn(nn2)CCCC(=O)N([C@@H](C)CO)C[C@@H]1C	-9%
19	Cc1cccc(S(=O)(=O)NC(=O)C2(C)CCN2C(=O)c2ccccc2)c1 (stereo not drawn)	1%
20	CCC1(c2ccccc2)NC(=O)N(CC(=O)Nc2ccc3c(c2)CCC3)C1=O (stereo not drawn)	-2%
21	Fc1ccc(-c2nn(-c3ccccc3Cl)c3c2cnc2ccccc23)cc1	1%
22	Cc1nnc(SCC(=O)NCc2ccc(N(C)C)cc2)c2nn(-c3ccccc3)c(C)c12	1%
23	COC(=O)c1sccc1S(=O)(=O)N(CC(=O)Nc1cc(C)cc(C)c1)c1ccc(Cl)cc1	-2%
24	C[C@@H]1CN([C@H](C)CO)C(=O)CCCn2nncc2CO[C@@H]1CN(C)C(=O)C1CCCCC1	-6%
25	O=C1CSC2(C(=O)N(Cc3ccccc3)c3ccccc32)N1c1cccc(F)c1 (stereo not drawn)	-2%
26	Cc1ccc(C(=O)NCC(=O)NCC(=O)OCc2ccc(Oc3ccc([N+](=O)[O-])cc3)cc2)cc1	1%
27	Cc1cc2nn(-c3ccccc3)nc2cc1NC(=O)Cc1ccc(Cl)cc1	3%
28	CC(=O)c1ccc(-c2cnc3c(NC=O)cc(-c4cccc(NS(C)(=O)=O)c4)cn23)cc1	-7%
29	COc1cc(C2c3c(oc4ccccc4c3=O)C(=O)N2c2nnc(C(C)C)s2)cc(OC)c1OC (stereo not drawn)	1%
30	COc1ccc(C(=O)CSc2nc(=O)n3ccc(C)cc3n2)cc1	-1%

Down the list, quoted from above.
Compounds 1 to 6 in Tb PYK inh read -6%, 1%, -2%, 0%, 1%, 0%

Following part:
nr	compound	Tb PYK inh
31	CC1CCN(S(=O)(=O)c2ccc3c(c2)N(CC(=O)NCCN(C)C)C(=O)CS3)CC1	-13%
32	CCOc1ccc(NC(=O)Cn2c(=O)n(CCc3ccccc3)c(=O)c3c4c(sc32)CCCC4)cc1	-4%
33	COc1ccccc1CNC(=O)CSc1ccc(-c2sc(-c3ccccc3)nc2C)nn1	-3%
34	CCCCN(C)c1nc2c(S(=O)(=O)c3ccc(CC)cc3)nnn2c2ccc(Cl)cc12	-8%
35	CCOc1ccc(CNC(=O)C2CCN(C(=O)N3CC(CC)Oc4ccccc43)CC2)cc1 (stereo not drawn)	1%
36	CCOCCc1nn2c(=O)cc(COC(=O)c3ccccc3OC)nc2s1	-2%
37	CC[C@H](C)[C@@H](N)C(=O)NC[C@H]1O[C@@H](n2cnc3c(=O)[nH]c(N)nc32)[C@H](O)[C@@H]1O	-6%
38	COc1ccc(NC(=O)Cn2c(=O)n(Cc3ccccc3Cl)c(=O)c3cc(OC)c(OC)cc32)cc1OC	4%
39	OCCN1CCN(C(c2ccccc2Cl)c2sc3nc(-c4ccco4)nn3c2O)CC1 (stereo not drawn)	-2%
40	CCOC(=O)c1ccc(NC(=O)CC(=O)Nc2ccc3nc4n(c(=O)c3c2)CCCCC4)cc1	-4%
41	CC(=O)Nc1ccc(NC(=O)CCc2nc3cccnc3n2Cc2cccs2)cc1	-2%
42	COc1ccc(NC(=O)C2CCN(c3nc4ccccc4nc3C(F)(F)F)CC2)cc1	-7%
43	COc1ccc(C(=O)c2ccccc2)cc1CN1CCOCC1	20%
44	CN1CC[C@@]2(CCCN(C(=O)c3ccco3)C2)C1	-10%
45	CCOC(=O)N1CCN(Cc2nc3cc(NC(=O)CC(C)C)ccc3n2C(C)C)CC1	4%
46	CCOC(=O)c1cnc2c(ccc3ccccc32)c1Nc1ccc(Cl)cc1	2%
47	COc1cccc(-c2ccc3c(N)c(C(=O)c4ccc(F)cc4)sc3n2)c1	-1%
48	Cc1cc(C)c2cc(N)c(Cl)nc2n1	1%
49	CN(C)c1cccc(C(=O)Nc2nc3ccc(S(=O)(=O)N4CCCC4)cc3s2)c1	-18%
50	CCN(CC)CCOC(=O)c1ccc(NC(=O)Cn2ncc3c([nH]c4ccc(C)cc43)c2=O)cc1	-8%
51	CCC(C(=O)Nc1cc(-c2cn3cccnc3n2)ccc1C)c1ccccc1 (stereo not drawn)	-3%
52	O=C(NC1CC1)c1ccc(NC(=O)C2CCC2)cc1	-11%
53	COc1ccc(CNC(=O)c2oc3c(c2C)-c2nn(Cc4ccc(Cl)cc4)cc2CC3)cc1	-1%
54	Cc1ccc(C)c(NC(=O)CSc2nccn2-c2cccc(C)c2C)c1	-12%
55	O=C(CC(C(=O)c1ccccc1)c1ccccc1)c1ccccc1 (stereo not drawn)	1%
56	CCOC(=O)C1=CCC(c2ccc(F)cc2)N(S(=O)(=O)c2ccc(C)cc2)C1 (stereo not drawn)	4%
57	CCC(=O)OC1=C(C(C)=O)N(Cc2ccccc2)S(=O)(=O)c2ccccc21	6%
58	CCC1([N+](=O)[O-])COC(c2ccc(C(C)C)cc2)OC1 (stereo not drawn)	8%
59	COc1cc(C=C2C(=O)C=CC2=O)ccc1O	3.5µM*
60	CCOC(=O)OCC/C(SC(=O)OCC)=C(\C)N(C=O)Cc1cnc(C)nc1N	-1%

Copied from above, compounds 31 to 32
nr	compound	Tb PYK inh
31	CC1CCN(S(=O)(=O)c2ccc3c(c2)N(CC(=O)NCCN(C)C)C(=O)CS3)CC1	-13%
32	CCOc1ccc(NC(=O)Cn2c(=O)n(CCc3ccccc3)c(=O)c3c4c(sc32)CCCC4)cc1	-4%

Next compounds follow.
nr	compound	Tb PYK inh
61	COc1cc(OC)c(C=Cc2ccncn2)c(OC)c1	-6%
62	CCN(CC)c1cc2c(cc1F)c(=O)c(S(=O)(=O)c1ccccc1)cn2Cc1ccccc1	-3%
63	CC1(C(=O)NS(=O)(=O)C2CC2)CCCN(C(=O)CSc2ccccc2)C1 (stereo not drawn)	-1%
64	CCN(C(=O)COC(=O)c1cccc2ccccc12)c1c(N)n(Cc2ccccc2)c(=O)[nH]c1=O	2%
65	Cc1ccc(-n2c3c(cc(C(=O)Nc4cccc(Cl)c4)c2=O)C(=O)CC(C)(C)C3)cc1	3%
66	CC(=O)c1ccc(NC(=O)CCOc2ccccc2)cc1	-5%
67	CCc1cccc(C)c1NC(=O)c1cn2c3c(ccc(Cl)c3c1=O)OC(C)C2 (stereo not drawn)	1%
68	Cn1cc(C(=O)NCc2ccc(Cl)cc2)c(=O)c2cc(S(=O)(=O)N3CCCCCC3)ccc21	8%
69	CC(C)c1ccc(Nc2ncnc3c2c(-c2ccccc2)cn3-c2ccccc2)cc1	-1%
70	CN(C)c1ccc(-c2ccnc3c2CC(C)(C(=O)Nc2ccc(Cl)c(C(F)(F)F)c2)O3)cc1 (stereo not drawn)	4%
71	OC(c1ccccc1)C(Nc1ccccn1)c1ccccc1 (stereo not drawn)	-8%
72	CCOC(=O)c1c(NC(=O)COc2cccc(C)c2C)sc2c1CCCCC2	-10%
73	CCOC(=O)c1ccc(NC(=O)C2Cc3ccccc3CN2S(=O)(=O)c2ccc(Cl)cc2)cc1 (stereo not drawn)	-4%
74	CCCCSCc1nc2nc(Cl)c(Cl)nc2[nH]1	1%
75	Cc1ccc(NC(=O)CN2C(=O)c3ccccc3Sc3ncccc32)c(C)c1	-4%
76	COC(=O)CN1C(=O)C(C)(C)c2cc(S(=O)(=O)Nc3ccc(C(C)C)cc3)ccc21	-1%
77	COc1cccc(Nc2nc3ccccc3c3nncn23)c1	5%
78	O=C(Nc1ccc(C(=O)N2CCOCC2)cc1)C1CC1	-1%
79	CC1(Oc2ccc3ccccc3c2)CCN(Cc2cccn2-c2nccs2)C1 (stereo not drawn)	0%
80	CSc1ccc(CCNC(=O)c2sc3ncccc3c2-n2cccc2)cc1	0%
81	COc1cccc(C(NC(C)=O)c2nc(-c3ccc4ccccc4c3)cs2)c1 (stereo not drawn)	-3%
82	COc1cccc(C(NC(C)=O)c2nc(-c3cccs3)cs2)c1 (stereo not drawn)	4%
83	COc1ccc2c(c1OC)OCC2C (stereo not drawn)	0%
84	CCOc1ccc(NC(=O)N2CC3CCCN3c3ccccc32)cc1 (stereo not drawn)	-2%
85	Cc1noc(C)c1C(=O)N1CCC[C@@]2(CCN(C(=O)Nc3cccc(F)c3)C2)C1	1%
86	Cc1cc(=O)n2nc(N(C)CC(=O)NCc3cccc(Br)c3)sc2n1	-4%
87	CC(=O)c1ccc(NC(=O)CSc2nc3[nH]c(=O)cc(O)c3s2)cc1	-6%
88	C[C@H](O)[C@@H]1C(=O)N2CCc3ccc(N4CCN(C)CC4)cc3[C@@H]2C[C@@H]1N(C)C(=O)c1ccco1	2%
89	COc1cc(Cl)cc(/C=N\NC(=O)c2ccc3c(c2)OCO3)c1O	1%
90	C[C@@H]1CN([C@H](C)CO)S(=O)(=O)c2ccc(Br)cc2O[C@H]1CN(C)C(=O)C1CCCCC1	-8%
91	Cc1ccccc1N=C1Nc2ccccc2N[C@]12C[C@H]1CCC(=O)N3CC[C@@H](C2)[C@@H]13	-2%
92	Cc1ccc2c(C)cccc2c1	-14%
93	Cc1ccccc1C(=O)NNS(=O)(=O)c1ccc(F)cc1	-2%
94	CCc1ccc(Cn2c(CNS(=O)(=O)c3ccc(Cl)s3)nc3cccnc32)cc1	-3%
95	COC(=O)N1CCC2(CC1)CCN(c1ccccc1)CC2	3%
96	CCOC(=O)C1(Cc2ccccc2)C(=O)N(CCCN(C)C)c2ccccc21 (stereo not drawn)	-1%
97	O=C1NCN(c2ccccc2)C12CCN(C(c1nnnn1Cc1ccccc1)C1CC1)CC2 (stereo not drawn)	-6%
98	Cc1ccc(NC(=O)c2oc3ccc(S(=O)(=O)N4CCC5(CC4)OCCO5)cc3c2C)c(C)c1	-12%
99	Cc1ccc(-c2nc3cc(NC(=O)c4cc5ccccc5o4)ccc3o2)cc1	-1%
100	COc1cc(C(=O)Nc2ccc(-c3cc(C(F)(F)F)nn3-c3ccccc3)cc2)cc(OC)c1OC	5%
101	CCC(=O)N1CCc2cc(S(=O)(=O)CCC(=O)NCc3ccc(F)cc3)ccc21	7%
102	COc1ccc(Cl)cc1NC(=O)Cn1c(=O)n(CCCC(=O)NCCc2ccc(OC)c(OC)c2)c(=O)c2ccccc21	-2%
103	Cc1ccc(C(=O)CCC(=O)OCC(=O)N2CCN(S(=O)(=O)c3ccc(C)cc3C)CC2)cc1	-7%
104	O=S1(=O)CC(N2CC=CC2)CN1Cc1ccc(F)cc1 (stereo not drawn)	-2%
105	COc1cccc(-c2cnc(C(O)c3ccc(OC)c(F)c3)[nH]2)c1 (stereo not drawn)	-6%
106	COc1ccccc1Nc1nc(C)nc(N)c1S(=O)(=O)c1ccccc1	5%
107	COc1ccc(-c2nc3sc(CCNC(=O)c4cc(OC)c(OC)c(OC)c4)c(C)n3n2)cc1	-6%
108	Cc1c(C(=O)NCCN(C)C)n(C)c(=O)c2ccccc12	1%
109	COc1ccccc1CNC(=O)Cc1csc2nc(-c3ccc(Cl)cc3)cn12	1%
110	Cc1ccc(N2CC(NC(=O)c3ccco3)CC2=O)cc1 (stereo not drawn)	-2%
111	CCc1ccc2ncc3c(-c4ccc(F)cc4)nn(CC(=O)NC4CCCCC4)c3c2c1	7%

Quoted at random: five entries already listed.
nr	compound	Tb PYK inh
61	COc1cc(OC)c(C=Cc2ccncn2)c(OC)c1	-6%
79	CC1(Oc2ccc3ccccc3c2)CCN(Cc2cccn2-c2nccs2)C1 (stereo not drawn)	0%
60	CCOC(=O)OCC/C(SC(=O)OCC)=C(\C)N(C=O)Cc1cnc(C)nc1N	-1%
70	CN(C)c1ccc(-c2ccnc3c2CC(C)(C(=O)Nc2ccc(Cl)c(C(F)(F)F)c2)O3)cc1 (stereo not drawn)	4%
18	Cc1ccccc1S(=O)(=O)N(C)C[C@H]1OCc2cn(nn2)CCCC(=O)N([C@@H](C)CO)C[C@@H]1C	-9%

Some of the compounds tested; the hit share may differ from the screen's.
